Y pestis TopoI: Yersinia pestis topoisomerase I inhibitors, primary screen, biochemical, cleavage product accumulation, plate reader, single point; Y. pestis Topo-I cleavage product accumulation; activity, % at 10 µM; 360,000 compounds, 0.064% hits; AID 504884, 2011; in the data active means activity above about 50%, passing the limit was not always enough; further: inactives centre near 2
MazEF act: activators of E. coli MazEF toxin-antitoxin RNase, primary screen, biochemical, fluorescence, uHTS | Endoribonuclease toxin MazF (Escherichia coli (strain K12)), P0AE70 | 350,000 compounds, 0.32% hits | activation, % at 20 µM | AID 504720, 2011 | FAM/BHQ RNA-DNA oligo cleavage fluorescence, 5 h; in the data active means activation above about 50%
SSB-PriA inh: inhibitors of Klebsiella pneumoniae PriA binding to SSB C-terminal tail, primary screen, biochemical, AlphaScreen; inhibition, % at 33 µM; 430,000 compounds, 0.6% hits; PriA–SSB C-terminal tail interaction (Klebsiella pneumoniae); AlphaScreen SSBct-PriA binding, biotinylated peptide; in the data active means inhibition mostly above about 37%, no sharp cut-off; inactive means mostly below about 20%;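 further: plate controls were negative control peptide for no effect and reference peptide for full effect; strong numbers were not always called active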
TcdB GH inh: TcdB glycohydrolase inhibitors, primary screen, biochemical, single point, plate reader | Toxin B (Clostridioides difficile), P18177 | TcdB glycohydrolase enzymatic assay | inhibition, % at 9.99 µM | 350,000 compounds, 0.24% hits; in the data active means inhibition above about 10%
3CLpro inhibitor: SARS-CoV 3CLpro protease inhibitors, primary screen, biochemical, quenched FRET | Replicase polyprotein 1ab (Severe acute respiratory syndrome coronavirus), P0C6X7 | recombinant SARS-CoV 3CLpro, quenched FRET peptide cleavage | inhibition, % at 6 µM | 290,000 compounds, 0.14% hits | AID 1706, 2009; in the data active means inhibition above about 12%
Vc quorum ag: inducers of Vibrio cholerae quorum light production without autoinducers, primary screen, BH1578 luxS cqsA deficient, single point; V. cholerae BH1578 lux reporter, luminescence, 6 h; activation, % at 18.7 µM; AID 588436, 2011; 350,000 compounds, 0.16% hits; in the data active means activation mostly above about 9.7%, no sharp cut-off; further: not every result past the cut was called active; inactives centre near 0; reference of the scale not given here
Anthrax LF inh2: Bacillus anthracis LF protease inhibitors, primary screen, biochemical, multiplex microsphere, MLPCN library; Lethal factor (Bacillus anthracis), P15917; multiplex microsphere protease cleavage assay; inhibition, % at 10 µM; 360,000 compounds, 0.12% hits; in the data active means inhibition above about 30%; further: plate controls were buffer without enzyme for full effect and enzyme alone for no effect
Target sequence (P15917 whole entry, looked up): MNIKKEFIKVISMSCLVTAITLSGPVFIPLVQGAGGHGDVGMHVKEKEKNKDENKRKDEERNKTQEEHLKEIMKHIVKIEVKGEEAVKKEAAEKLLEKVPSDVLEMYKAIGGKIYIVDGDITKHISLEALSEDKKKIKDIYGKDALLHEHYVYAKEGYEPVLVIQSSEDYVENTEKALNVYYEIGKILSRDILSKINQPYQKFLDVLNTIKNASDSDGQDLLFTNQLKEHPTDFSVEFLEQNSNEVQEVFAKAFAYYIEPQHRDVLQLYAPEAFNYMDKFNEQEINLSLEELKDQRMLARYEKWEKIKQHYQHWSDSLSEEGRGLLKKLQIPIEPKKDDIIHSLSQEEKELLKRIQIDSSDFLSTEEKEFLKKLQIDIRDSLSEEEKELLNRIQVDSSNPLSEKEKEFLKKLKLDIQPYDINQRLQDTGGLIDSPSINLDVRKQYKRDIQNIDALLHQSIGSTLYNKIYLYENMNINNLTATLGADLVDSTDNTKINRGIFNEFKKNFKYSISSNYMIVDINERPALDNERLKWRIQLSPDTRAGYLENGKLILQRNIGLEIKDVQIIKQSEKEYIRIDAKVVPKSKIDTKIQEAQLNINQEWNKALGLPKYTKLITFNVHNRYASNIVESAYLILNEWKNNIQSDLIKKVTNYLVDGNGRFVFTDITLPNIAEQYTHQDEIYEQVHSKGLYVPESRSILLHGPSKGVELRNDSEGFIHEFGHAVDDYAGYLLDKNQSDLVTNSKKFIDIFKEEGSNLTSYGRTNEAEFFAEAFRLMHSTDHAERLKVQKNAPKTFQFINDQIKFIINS
VHR inh abs: VHR1 phosphatase inhibitors, primary screen, biochemical, absorbance, uHTS | Dual specificity protein phosphatase 3 (Homo sapiens), P51452 | recombinant VHR phosphatase, pNPP absorbance | inhibition, % at 13.3 µM | 290,000 compounds, 0.52% hits | AID 1654, 2009; in the data active means inhibition above about 50%; further: some compounds called inactive have numbers as strong as hits
Target sequence (P51452 whole entry, looked up): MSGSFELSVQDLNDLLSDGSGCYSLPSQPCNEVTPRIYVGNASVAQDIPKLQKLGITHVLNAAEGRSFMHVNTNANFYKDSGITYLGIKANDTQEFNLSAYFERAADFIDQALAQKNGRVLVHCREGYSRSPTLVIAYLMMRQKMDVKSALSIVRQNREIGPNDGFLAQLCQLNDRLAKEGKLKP
PfHsp40 yeast: rescue of yeast from PfHsp40 toxicity, primary screen, S. cerevisiae, ATP luminescence. AID 504582, 2011. 340,000 compounds, 0.68% hits. growth rescue, % at 12.5 µM. S. cerevisiae expressing PfHsp40, growth rescue; in the data active means growth rescue above about 28%, passing the limit was not always enough;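 further: yeast W303a lacking pdr1 and pdr3 grown in galactose medium; growth measured after three days at 30 °C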
Rv3671c inh: Rv3671c serine protease inhibitors, primary screen, biochemical, fluorescence polarization, M. tuberculosis H37Rv. P9WHR9. inhibition, % at 5.96 µM. 320,000 compounds, 0.048% hits. AID 2606, 2010; in the data active means inhibition above about 38%;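 further: extracellular domain of Rv3671c used as enzyme; 0% = enzyme with DMSO and 100% = no enzyme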
The depositor's hits bear a star; i = inactive; / = not tested or not shown.

SMILES	Y pestis TopoI	MazEF act	SSB-PriA inh	TcdB GH inh	3CLpro inhibitor	Vc quorum ag	Anthrax LF inh2	VHR inh abs	PfHsp40 yeast	Rv3671c inh
COc1ccc(C)cc1Nc1c2c(nc3ccccc13)CCC2	17	-1	0	1.0	-1	i	3	42	0.6	-7
O=C(C1=C[C@H](c2csc3ccccc23)C[C@H](OCc2ccc(CO)cc2)O1)N1CCCCCCC1	/	1	-10	0.9	/	/	/	/	/	-1
CNC(=O)C1CC(=O)N/C(=N/N=C(\C)c2cccs2)S1 (stereo not given)	-8	3	/	/	7	i	-1	20	-1.0	4
Cc1ccc(OCC(O)CN2CCN(c3ccc(C)cc3)CC2)cc1 (stereo not given)	11	-2	2	0.7	-3	i	-5	-10	-1.5	3
Cc1ccccc1Nc1nn2c(=O)c3ccc(C(=O)N4CCCC(C)C4)cc3nc2s1 (stereo not given)	25	16	/	0.2	/	i	-6	/	/	/
Cc1ccccc1S(=O)(=O)NC(=O)C1(C)CCN1C(=O)CC(c1ccccc1)c1ccccc1 (stereo not given)	3	/	/	-0.4	/	0.6	-2	/	/	/
CCOC(=O)c1ccc(NC(=O)CC2C(=O)N(c3ccccc3)C(=O)N2CCCOC)cc1 (stereo not given)	-1	4	-6	/	0	-0.2	-4	-2	-2.0	-14
CCn1c2ccccc2c2nnc(SCCN3CCOCC3)nc21	21	5	-10	1.2	2	i	-4	10	-0.1	5
CCC(=O)OC1(Cc2ccc(CC)cc2)CC(C)N(C)CC1C (stereo not given)	2	-3	-11	1.6	-6	i	-14	5	0.4	8
COc1ccc(-c2cc(NC(C)=O)c3ncc(-c4ccc(F)cc4)n3c2)cc1OC	5	/	/	0.5	/	0.6	-3	/	/	/
COc1cc(N/N=C(\C)c2ccc(O)c(C)c2)nc(-c2ccccc2)n1	-27	-2	/	0.6	1	-0.4	-3	25	1.1	-5
Clc1ccc(C[n+]2cc(-c3ccc(Cl)cc3)n3c2CCC3)cc1	-4	10	-2	1.5	-3	-0.3	-1	5	0.9	5
Cc1cccc(N2CCN(C(=O)C(Cc3ccccc3)n3cccc3)CC2)c1C (stereo not given)	2	-10	1	4.9	-4	0.3	-2	11	2.2	3
Cc1ccc(NC(=S)N2CCN(c3ccccn3)CC2)cc1C	7	1	3	-0.7	2	0.3	-2	1	1.0	0
CC(C)c1ccccc1NC1=NCCCS1	-5	6	-4	-1.1	-1	-0.2	2	34	0.9	-7
Cc1cccc2cn[nH]c12	-3	1	0	0.3	4	-0.5	-1	24	-0.2	1
CCOc1ccc(C2C(C(=O)c3ccc(C)o3)=C(O)C(=O)N2c2cc(C)on2)cc1OC (stereo not given)	-9	-7	7	-1.1	1	-0.2	-2	2	0.0	0
COc1cccc(NC(=S)Nc2cccnc2)c1	1	0	-7	/	-4	0.0	-3	-2	-1.4	5
COc1cccc(OC)c1C(=O)Nc1ccc(C(=O)NCc2ccccc2)cc1	3	-1	-3	2.2	-5	i	-2	8	0.0	-2
CNC(=O)Nc1ccc2snnc2c1	-9	6	-22	1.5	1	-0.2	4	4	-0.4	-7
O=C(CSc1nc2ccccc2o1)NCc1n[nH]c(=O)c2ccccc12	10	3	-2	/	4	-0.3	-9	36	-2.0	-3
CCc1ccc(NC2=NC(C(=O)c3ccccc3)CC(=O)N2)cc1 (stereo not given)	-3	8	-3	/	3	i	-2	-8	1.3	3
C(=C\c1cc(/C=C/c2ccccc2)ncn1)/c1ccccc1	-1	4	-1	/	4	i	2	11	0.8	2
O=C(CCc1ccccc1)NNC(=O)Nc1ccccc1	-1	4	9	1.8	2	-1.5	-2	38	4.2	3
Cc1ccc(C)n1NC(=O)c1ccco1	-4	-5	-26	/	-2	-0.2	-11	-5	0.1	-7
CC(C)OC1(c2ccccc2)OC(=O)c2ccccc21 (stereo not given)	1	-4	-28	0.6	2	-0.7	0	19	0.1	2
O=C(CC(=O)N/N=C/c1ccc(Cl)cc1Cl)NCc1ccccc1	-8	0	/	1.6	2	/	1	33	-0.8	-2
COc1ccc2cc(C)c(SCC(=O)Nc3cc(C)on3)nc2c1	-1	-49	-5	/	4	-1.5	0	3	-1.5	-8
CN1C2C=C3C(C#N)=C(N)C(C#N)(C#N)[C@@H](c4ccsc4)[C@@H]3C1CC2 (stereo not given in full)	/	-6	-10	/	3	/	/	7	/	2
COc1cc(OC)cc(C(=O)NCC(=O)OCC(=O)/C=C2/N(C)c3ccccc3C2(C)C)c1	1	4	10	1.0	0	-0.2	2	26	-1.6	-6

Grouped by structure: those above with a halogen
SMILES	Y pestis TopoI	MazEF act	SSB-PriA inh	TcdB GH inh	3CLpro inhibitor	Vc quorum ag	Anthrax LF inh2	VHR inh abs	PfHsp40 yeast	Rv3671c inh
COc1ccc(-c2cc(NC(C)=O)c3ncc(-c4ccc(F)cc4)n3c2)cc1OC	5	/	/	0.5	/	0.6	-3	/	/	/
Clc1ccc(C[n+]2cc(-c3ccc(Cl)cc3)n3c2CCC3)cc1	-4	10	-2	1.5	-3	-0.3	-1	5	0.9	5
O=C(CC(=O)N/N=C/c1ccc(Cl)cc1Cl)NCc1ccccc1	-8	0	/	1.6	2	/	1	33	-0.8	-2

Carrying on.
SMILES	Y pestis TopoI	MazEF act	SSB-PriA inh	TcdB GH inh	3CLpro inhibitor	Vc quorum ag	Anthrax LF inh2	VHR inh abs	PfHsp40 yeast	Rv3671c inh
OCCNc1nc2ccc(Cl)cc2[nH]1	-2	2	-13	/	1	i	0	3	0.5	4
COc1ccccc1N1CCN(CC(O)COc2ccc3c(C)cc(=O)oc3c2)CC1 (stereo not given)	12	0	5	/	-6	-6.7	-2	-4	-1.9	1
Cc1onc(-c2ccccc2)c1C(=O)N1CCN(S(=O)(=O)c2ccc(OC(F)(F)F)cc2)CC1	6	-9	-10	0.5	4	i	0	26	-0.7	4
Cc1ccc2c(C)[nH]c(=O)cc2c1	1	-4	-15	/	-2	i	-3	26	-1.0	-3
O=C(Cc1c[nH]c2ccccc12)N1CCc2ccccc21	0	3	1	/	3	i	3	-5	3.2	-3
CCN1C(=O)[C@H]2[C@@H](c3ccc(-c4ccc5c(c4)OCO5)c(OC)c3)N[C@@](CC(C)C)(C(=O)OC)[C@H]2C1=O	14	1	2	0.9	/	-2.1	-9	/	0.3	0
COc1ccc(OC)c(S(=O)(=O)Nc2cccc3ccccc23)c1	-2	0	-5	1.9	/	-0.5	-15	/	/	-6
Cc1cccc(OCCC(=O)Nc2ccc(S(=O)(=O)N3CCCC3)cc2)c1	5	9	-26	/	-3	0.5	-1	18	0.2	-5
O=C(NCc1ccc(Cl)nc1)c1ccc2nc([C@@H]3O[C@H](CO)[C@H](O)[C@H](O)[C@H]3O)[nH]c2c1	-8	/	/	1.5	/	i	2	/	/	/
CCOC(=O)/C(C#N)=C/c1ccc(OC(=O)c2ccccn2)cc1	1	-4	72	-6.2	1	-0.2	2	-17	-0.2	-10
C=CCNC(=O)c1sc(SC)cc1-c1ccc(Cl)cc1	32	2	-2	/	6	i	-2	-13	-1.2	-3
C=C(C)C(=O)OC1(C(F)(F)F)Oc2cc(C)ccc2NC1=O (stereo not given)	3	3	-16	/	1	-1.8	-1	26	11	-6
O=[N+]([O-])c1ccc(O)c(C=Nc2ccc3c(c2)OCCO3)c1	-3	0	-6	/	9	-0.3	-2	-4	1.9	1
CCCCCCCCCC(=O)N[C@H](CN1CCOCC1)[C@H](O)c1ccccc1	10	8	-11	2.6	/	i	-2	/	-1.1	4
Cc1ccc(OCC(=O)Nc2cccc(S(=O)(=O)N3CCCCCC3)c2)c([N+](=O)[O-])n1	0	6	-6	-2.1	0	i	5	26	1.9	-2
COc1cc(NC(=O)N2CCc3nc(Nc4cc(Cl)cc(Cl)c4)ncc3C2)cc(OC)c1OC	-21	/	/	0.8	/	i	-4	/	/	/
CCOc1ccc(C(=O)N2CCSC2=S)cc1	9	3	-10	/	-1	-2.6	1	9	-0.5	-3
Cn1cc([N+](=O)[O-])c(C(=O)Nc2ccc3c(c2)OCCO3)n1	-1	3	-7	/	-4	i	-4	7	0.0	7
CCOc1ccc(CNc2ccc3c(c2)ncn3C)cc1	0	-16	34	/	-5	-0.3	-5	-8	2.0	6
O=C(Cc1ccccc1F)Nc1ccc(S(=O)(=O)N2CCCC2)cc1	1	7	-14	0.8	/	0.4	/	/	0.3	-11
CCN(CC)CC(O)Cn1c(-c2ccccc2Cl)nc2ccccc21 (stereo not given)	3	0	-11	-0.4	-4	i	-2	5	/	1
Cc1ccc(S(=O)(=O)N2CCCCC2C(=O)Nc2nncs2)cc1 (stereo not given)	-2	12	-6	1.2	2	-2.3	0	14	0.0	1
COc1ccc(NC(=O)OC(C)C)cc1	-4	-18	4	/	-2	-0.6	-1	5	-0.2	3
Cc1nc(-c2ccccc2)sc1C(=O)Nc1ccc(S(N)(=O)=O)cc1	-6	5	10	0.7	3	-0.5	-6	-9	-0.5	-6
Cc1ccc(S(=O)(=O)N[C@H](C(=O)N2CCC(C(=O)N[C@@H](CCC(N)=O)C(=O)O)CC2)C(C)C)cc1	1	-19	-15	-0.7	-3	-0.1	0	12	-0.9	-9
Cc1cc(N/C=C/C(=O)c2cccc3ccccc23)no1	2	12	-7	/	-1	-0.6	1	2	-0.1	-3
CCc1ccc(N/C(N)=N/c2nc(CSc3ccccn3)cc(=O)[nH]2)cc1	8	1	/	0.3	-2	i	0	12	-0.5	2
CCc1nc2ccccc2c(C(=O)OCC(=O)Nc2cccc(S(=O)(=O)NC3=NCCCCC3)c2)c1C	20	2	-9	1.1	-1	-0.6	-3	5	0.7	-18
CN(CC(=O)NCc1ccc(F)cc1)Cc1cccc(Cl)c1	14	-2	-14	1.7	2	-6.2	-13	1	1.4	-7
COc1ccc(S(=O)(=O)N2CCN(C(=O)NCc3ccccc3)CC2)cc1	6	3	-4	/	4	-0.5	-2	8	0.0	2
COCC(=O)Nc1cc([N+](=O)[O-])ccc1C	-3	-2	-3	/	-1	-0.3	2	30	-0.2	-3
COc1c(N2CCN[C@H](C)C2)c(F)cc2c(=O)c(C(=O)O)cn(C3CC3)c12	/	2	-13	/	8	/	/	29	/	2
COc1ccc(NC(=O)COC(=O)CCOc2ccccc2C)cc1Cl	9	-9	-17	1.6	/	i	4	/	0.3	-4
CCN(CCCNc1cc2c(c(N)c1S(=O)(=O)O)C(=O)c1ccccc1C2=O)c1ccccc1	9	-19	/	2.5	/	-0.7	-26	/	/	/
CC(C)C[C@H](NC(=O)c1[nH]cnc1C(=O)N[C@@H](C)C(=O)OC(C)(C)C)C(=O)OCc1ccccc1	4	-1	-6	/	/	1.0	1	0	5.4	9
CCC1(c2ccccc2)NC(=O)N(CC(=O)NNC(=O)c2ccoc2C)C1=O (stereo not given)	4	9	2	0.9	/	-0.5	3	/	-1.1	0
Cc1ccc(Cl)cc1N1CCN(C(=O)C2CCN(S(=O)(=O)c3c(C)nn(C)c3C)CC2)CC1	24	5	-7	/	-2	i	2	18	-0.2	-7
N#Cc1cccnc1N1CCN(C(=O)c2cccc3c2C(=O)c2ccc(Cl)cc2S3(=O)=O)CC1	-3	9	21	-2.2	/	i	2	/	3.9	-3
COc1ccc(N2CCN(C(=O)c3cc(-c4ccc(F)cc4)[nH]c3C)CC2)cc1	3	4	12	-0.8	1	0.3	-14	27	0.8	/

Screening data deposited in PubChem by several laboratories.

Some of the compounds tested; count on the stated rates, not on these rows.
